Compound activity as filed in PubChem.
Bcl-xL primary = blocks human Bcl-xL binding to Bim BH3 peptide | hit rate 0.7% among 320,000 | GST-Bcl-xL / FITC-Bim BH3 peptide fluorescence polarization | Q07817 | inhibition, % at 10.9 µM | AID 2129;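 active means inhibition above the mean of all tested compounds plus 3 SD, cutoff set per campaign, cut at about 30% in these data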;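 further: 0% = DMSO wells and 100% = unlabeled Bim-BH3 peptide competitor; inhibitors lower millipolarization by displacing the labeled peptide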
AHR activator = human AHR activation; P35869; AHR-responsive luciferase reporter cells, luminescence; activation, % at 5 µM; hit rate 2.5% among 320,000; AID 2796; in the data active means activation above about 47%;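 further: 0% = vehicle wells and 100% = reference agonist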
pPAFAH inh = inhibitors of human plasma PAF acetylhydrolase (pPAFAH). hit rate 1.5% among 330,000. AID 463082. Q13093. inhibition, % at 3.39 µM. recombinant pPAFAH, FP-rhodamine probe fluorescence polarization;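 active means inhibition above the mean inhibition across the screen plus 3 SD, cut at about 25% in these data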;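 further: inhibitors block binding of the rhodamine activity-based probe so polarization drops; 0% = enzyme with DMSO and 100% = wells lacking pPAFAH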
PAFAH1B2 inh = blocks human PAF acetylhydrolase 1b catalytic subunit 2 | inhibition, % at 3.39 µM | recombinant PAFAH1B2, FP-rhodamine activity probe, fluorescence polarization | hit rate 1.2% among 340,000 | P68402 | AID 492953;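 active means inhibition above the mean of all tested compounds plus 3 SD, cut at about 24% in these data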;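 further: 0% = enzyme with DMSO and 100% = wells lacking PAFAH1B2; many of its hits are not listed in these tables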
MEX-5 binding = C. elegans MEX-5 TCR-2 RNA binding activity; Q9XUB2; MEX-5/FITC-TCR2 RNA binding, fluorescence polarization; hits give low values; activity score (negative = inhibition of binding), % at 10 µM; hit rate 0.38% among 300,000; AID 1832;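 active means inhibition past about -25% in most replicates, and total fluorescence under double the plate's negative control median, limit read from the data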;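 further: 0% = DMSO and -100% = 5 µM competing unlabeled TCR2 RNA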
Target sequence (Q9XUB2 whole entry, looked up): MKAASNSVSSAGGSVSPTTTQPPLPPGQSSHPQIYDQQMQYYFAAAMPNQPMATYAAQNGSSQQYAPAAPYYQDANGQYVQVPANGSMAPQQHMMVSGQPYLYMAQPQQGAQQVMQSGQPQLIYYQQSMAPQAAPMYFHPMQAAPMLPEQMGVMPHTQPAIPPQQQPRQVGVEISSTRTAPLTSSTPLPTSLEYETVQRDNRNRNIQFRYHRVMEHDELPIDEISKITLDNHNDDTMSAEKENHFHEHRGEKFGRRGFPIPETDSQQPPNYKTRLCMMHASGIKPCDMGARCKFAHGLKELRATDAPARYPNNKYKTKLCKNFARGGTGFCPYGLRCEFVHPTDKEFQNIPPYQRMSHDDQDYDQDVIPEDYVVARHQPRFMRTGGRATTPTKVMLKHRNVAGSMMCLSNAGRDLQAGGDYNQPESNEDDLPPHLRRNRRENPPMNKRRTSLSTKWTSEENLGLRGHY
Fam108B counter = blocks mouse Fam108B hydrolase in RBBP9 counter-screen; recombinant Fam108B, FP-Rh probe fluorescence polarization; inhibition, % at 9.51 µM; hit rate 0.33% among 300,000; AID 1947;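 active means inhibition above the screen mean inhibition plus 3 SD, computed separately per campaign, cut at about 18% in these data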;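 further: inhibitors lower polarization as less probe binds the enzyme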
PME-1 inh = blocks human protein phosphatase methylesterase 1; recombinant PME-1, FP-Rh probe fluorescence polarization; Q9Y570; hit rate 0.53% among 320,000; inhibition, % at 5.9 µM; AID 2130;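 active means inhibition above the campaign mean of all compounds plus 3 SD, cut at about 26% in these data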;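 further: competitive labeling of PME-1 active site by serine hydrolase directed probe; 0% = PME-1 with DMSO and 100% = wells lacking PME-1 enzyme; inhibitors block probe labeling so polarization falls and inhibition rises; many of its hits are not listed in these tables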
GLD-1 TGE inh = GLD-1-TGE RNA interaction inhibition (C. elegans) | Q17339 | hit rate 0.44% among 320,000 | inhibition, % at 5.96 µM | AID 2280 | purified GLD-1 + fluorescein TGE RNA, fluorescence polarization;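 active means percent inhibition above a per-plate cutoff, the plate mean of test compounds plus 3 SD, cut at about 30% in these data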;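 further: 0% = DMSO wells with GLD-1 and probe and 100% = wells lacking GLD-1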
Target sequence (Q17339 whole entry, looked up): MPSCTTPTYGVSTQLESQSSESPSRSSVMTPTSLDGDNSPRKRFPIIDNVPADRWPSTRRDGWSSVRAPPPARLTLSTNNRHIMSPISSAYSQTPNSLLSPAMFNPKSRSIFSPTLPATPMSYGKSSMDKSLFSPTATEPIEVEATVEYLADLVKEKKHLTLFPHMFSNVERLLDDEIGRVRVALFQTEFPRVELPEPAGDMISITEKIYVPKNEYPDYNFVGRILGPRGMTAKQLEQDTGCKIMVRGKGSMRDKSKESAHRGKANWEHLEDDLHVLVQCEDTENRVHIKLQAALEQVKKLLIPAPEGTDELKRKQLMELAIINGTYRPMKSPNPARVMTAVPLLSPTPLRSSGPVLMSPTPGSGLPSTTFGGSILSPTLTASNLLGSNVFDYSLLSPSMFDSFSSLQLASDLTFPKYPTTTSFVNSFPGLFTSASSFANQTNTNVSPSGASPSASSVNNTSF
MCL1 BIM primary = disrupts human MCL1 binding to BIM-BH3 peptide. Q07820. GST-MCL1 / FITC-Bim-BH3 fluorescence polarization. inhibition, % at 10.9 µM. hit rate 0.68% among 320,000;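 active means inhibition above the mean inhibition of all tested compounds plus 3 SD, set per campaign, cut at about 40% in these data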;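 further: 0% = DMSO wells and 100% = unlabeled Bim-BH3 peptide control; higher means more loss of mP so more displacement of Bim peptide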
* = called active by the depositor; . = no result given. The list is partial, so the mix of outcomes need not match the whole.

molecule,Bcl-xL primary,AHR activator,pPAFAH inh,PAFAH1B2 inh,MEX-5 binding,Fam108B counter,PME-1 inh,GLD-1 TGE inh,MCL1 BIM primary
O=C(NCCSc1c[nH]c2ccccc12)c1ccc2c(c1)OCO2,-1.4,50.5*,5.8,-0.3,-2.0,0.1,1.5,2.1,1.8
Cc1ccc(CN(C)CC(=O)NC(C)c2ccccc2)cc1 (stereo unspecified),-2.9,1.3,-1.1,-1.2,1.2,-0.7,-4.1,1.8,4.2
O=C(O)c1cc(/C=C/c2ccc(N3CCOCC3)c([N+](=O)[O-])c2)nc2ccccc12,8.2,0.9,0.8,7.2,-4.1,-2.5,-19.6,-1.6,2.2
CCOc1ccc(C(C)=O)cc1CN1c2ccc(S(N)(=O)=O)cc2CC1C (stereo unspecified),-1.0,-1.2,7.0,-2.1,-0.3,-2.1,8.5,-2.9,-2.4
CCOC(=O)C1=C(C)N=C2c3ccccc3C(=O)C2C1c1ccc(Cl)cc1 (stereo unspecified),3.1,-0.2,3.9,3.2,0.1,15.2,11.7,4.7,1.5
Cc1ccc(C(=O)C2=C(O)C(=O)N(Cc3cccnc3)C2c2ccc(Cl)cc2)o1 (stereo unspecified),0.3,-0.6,4.7,-1.1,0.6,-0.3,-5.3,0.4,2.8
COC(=O)c1ccccc1NC(=O)c1cccc(NC(=O)C(C)C)c1,1.1,-5.2,-2.0,1.5,-3.4,2.9,-0.6,-1.6,-4.2
COc1ccc(-c2nc(CN3CCN(C(=O)c4ccco4)CC3)c(C)o2)c(F)c1,2.9,7.3,8.0,4.2,-1.7,-4.6,-3.0,-0.6,2.2
CCOC(CCNC(=O)c1cn(-c2cccc(C)n2)cn1)OCC,2.5,0.9,0.1,2.7,-3.0,-3.2,-3.8,7.5,-3.9
Fc1cccc(Cl)c1CSc1ccc2nnc(-c3ccccn3)n2n1,7.7,-0.3,4.3,-4.3,-2.7,0.3,1.1,2.6,2.3
COc1ccc(-c2noc(-c3ccc(Br)o3)n2)cc1,-0.4,79.3*,1.4,-4.0,0.7,-6.4,-1.5,2.4,-2.5
CCn1c2ccccc2c2nnc(SCCN3CCCCC3)nc21,0.4,9.3,3.5,2.7,0.5,-1.2,1.0,0.6,0.7
CNC(=O)/C=C/c1cccc(C(F)(F)F)c1,-1.4,7.9,-6.4,-3.7,-0.4,-1.6,-1.2,0.2,0.4
Cn1nnc(NC(=S)NC(=O)/C=C/c2ccco2)n1,15.8,2.6,11.8,12.7,-14.0,4.6,-3.0,5.3,23.0
CC(=O)N1N=C(c2cccs2)CC1c1ccc(C)o1 (stereo unspecified),5.4,-0.4,0.3,-4.4,-0.7,4.8,-0.1,-6.9,10.1
CC[C@H](C)Cc1cn([C@@H](CCCCN)C(=O)NCCCCCCCCCCC(=O)N2CCNCC2)nn1,5.9,-3.4,1.9,-2.1,-1.6,0.6,-3.7,-0.3,1.5
Cc1cc(/C=C2\SC(=S)NC2=O)c(C)n1-c1ccccc1,-22.6,9.8,30.3*,.,-2.8,6.7,-0.5,-49.6,-50.7
COc1cccc(C(=O)N2CCN=C2SCc2cccnc2)c1OC,1.0,3.7,6.0,-1.9,1.4,-2.2,0.4,0.2,3.6
Cc1ccc(-c2nnn(CC(=O)NC3CC4CCC3C4)n2)cc1 (stereo unspecified),-0.9,1.6,-2.6,1.1,0.8,3.2,-4.0,-6.6,-2.5
O=C(COC(=O)c1ccccc1NC(=O)C1CC1)c1ccc2c(c1)OCCO2,3.2,0.7,-1.3,.,0.0,-1.0,6.7,4.0,7.0
O=C(CNC(=O)c1ccco1)N/N=C/c1cc(Br)ccc1O,0.3,9.5,11.1,16.9,0.4,0.3,3.8,12.2,3.5
Cc1cccc(NC(=O)CN2C(=O)CCSc3ccc(S(=O)(=O)N4CCOCC4)cc32)c1C,5.9,-0.5,9.8,-0.5,-0.7,0.7,4.8,2.0,10.9
O=C(Nc1nnc(SCC(=O)N2CCCCC2)s1)c1ccccc1F,0.5,1.4,-10.0,8.6,2.0,-3.5,-7.7,-0.7,4.5
CCC(C)(C(=O)Nc1ccc(OC)cc1)N(C)C(=O)Cn1nnnc1N (stereo unspecified),4.2,0.0,2.5,1.5,4.6,1.9,-3.8,4.3,1.4
O=C1CCc2cc(S(=O)(=O)N3CCCC3C(=O)NC3CCCCCCC3)ccc2N1 (stereo unspecified),3.1,4.5,-4.7,2.5,0.7,-0.8,-2.5,-5.9,-1.8
Cn1c(Cn2c(=O)sc3ccccc32)nnc1SCC(=O)NCc1ccccc1Cl,7.9,0.6,3.7,0.8,2.5,-1.7,4.0,-1.6,1.1
Cn1c(=O)c2c(nc(N3CCCCCC3)n2CC(=O)c2ccccc2)n(C)c1=O,-2.4,-1.1,1.6,0.5,0.0,-0.9,2.2,5.2,-3.5
Cc1ccc(C(=O)Oc2ccccc2N2C(=O)C3C4CCC(C4)C3C2=O)cc1 (stereo unspecified),2.0,5.9,6.2,3.8,0.3,2.1,-2.1,7.9,0.9
Cc1ccc(CSc2nnc(-c3ccncc3)n2N)cc1,-1.3,-0.7,-0.2,.,0.8,-1.1,-0.2,3.6,-5.0
CCN(CC)CCOC(=O)c1ccc(NC(=O)c2cccc(C)c2[N+](=O)[O-])cc1,-2.6,3.3,-6.7,-2.6,0.4,-1.3,-4.4,4.5,-5.2
Cc1ccc(C(=O)NCC(=O)OC(C)C(=O)NC2CCCc3ccccc32)cc1 (stereo unspecified),1.1,3.0,2.2,0.4,-2.2,-0.1,-5.0,-0.6,-0.8
CC(/C=N/NC(=O)Cn1cnc2c1c(=O)n(C)c(=O)n2C)=C\c1ccccc1,-1.9,-1.1,2.0,6.0,-0.7,-1.1,2.8,4.5,-7.5
COc1ccc(C2=NOC(C(=O)Nc3ccc4c(c3)OCO4)C2)cc1OC (stereo unspecified),3.7,9.1,8.0,0.5,-0.7,0.8,-2.5,8.4,-3.7
Cc1ccc(SC(C)c2nc(-c3cccnc3)no2)cc1 (stereo unspecified),6.7,44.8,-2.0,26.5*,0.8,1.0,-4.7,3.6,5.4
C=CCOc1ccc(CNCC2CCCO2)cc1 (stereo unspecified),5.4,0.1,2.3,-1.1,0.2,-7.8,1.5,-1.8,8.8
CCCCn1c(=N)n(CC(O)COc2ccc(C)cc2)c2ccccc21 (stereo unspecified),-4.9,0.2,1.5,1.2,0.9,-4.1,4.4,-7.0,-3.6
Cn1c(SC2CCCCC2=O)nnc1-c1ccncc1 (stereo unspecified),2.0,-0.1,9.3,4.5,-1.4,-6.2,-0.4,2.3,6.8
CC(C)Cn1cc(C(=O)NCCCN2CCCC2=O)c2c3ccccc3n(C)c2c1=O,-9.5,3.9,-1.4,-0.1,-0.9,-0.4,-0.6,6.6,-5.6
COCCNC(=S)N1CCN(c2ccc(Cl)cc2)CC1,0.7,-2.5,10.8,0.6,-0.7,2.2,-0.4,-1.4,11.6
O=C(NC1=NCCS1)c1ccc(Cl)c(Cl)c1,5.2,-0.3,-2.1,-0.5,3.0,-1.6,-3.7,-1.5,3.9
O=C(COc1ccccc1)NC(Cc1c[nH]c2ccccc12)C(=O)O (stereo unspecified),8.6,13.6,0.8,18.6,0.1,-3.0,3.1,0.8,10.8
Cc1[nH]nc2c1C(c1ccccc1F)CC(=O)N2 (stereo unspecified),4.0,0.3,-0.3,2.8,-0.4,6.2,-0.1,4.9,5.2
COc1ccc(C2CC(c3cccs3)=NN2C(=O)CCC(=O)O)cc1OC (stereo unspecified),6.7,0.2,-1.6,-2.2,0.6,-1.1,-4.0,0.8,-4.6
C[C@H](CO)N1C[C@H](C)[C@@H](CN(C)Cc2ccc(-c3ccccc3)cc2)Oc2c(NS(=O)(=O)c3cccs3)cccc2C1=O,.,2.5,14.9,7.8,.,.,.,7.2,.
CCOC(=O)C1CCCN(S(=O)(=O)c2cc3c4c(c2)CCC(=O)N4CCC3)C1 (stereo unspecified),4.1,0.0,6.2,-3.0,-0.2,-3.5,5.5,3.5,2.2
CCCCc1ccc(NC(=S)Nc2ccc(Nc3ccc(OC)cc3)cc2)cc1,5.2,3.8,7.6,2.1,3.9,13.2,21.5,4.0,11.1
O=C(NCc1ccccc1)C1CCCN1S(=O)(=O)c1ccc(Cl)cc1 (stereo unspecified),4.3,-0.9,5.6,8.3,-0.1,-0.5,3.0,0.4,-1.9
CCn1c(C)c(C(C)=O)c(N2CCN(c3ccc(OC)cc3)CC2)nc1=S,-1.2,86.1*,6.8,-4.1,-0.9,1.4,1.2,-49.7,7.5
CCn1cc(NC(=O)Nc2ccccc2C(=O)OC)c(C(N)=O)n1,5.2,-0.3,6.4,-1.8,0.0,4.2,2.3,1.5,10.5
NC(=O)c1sc2nc(-c3ccccc3)c3c(c2c1N)CCCC3,16.2,10.9,9.4,10.4,-0.6,5.2,32.8*,1.9,11.3
Cc1ccsc1C(=O)OCC(=O)Nc1nnc(-c2ccccc2)o1,1.4,5.8,-10.3,4.8,0.1,2.6,-5.3,0.4,9.7
Cc1cccc(NC(=S)N2CCN(C(=O)c3ccco3)CC2)c1,-0.8,-9.2,-5.6,1.1,0.1,3.6,5.8,-0.7,14.2
CC1Cc2ccccc2N1S(=O)(=O)c1cccc(C(=O)NCCCn2ccnc2)c1 (stereo unspecified),2.2,23.2,1.4,3.5,1.4,-1.4,-5.4,2.0,1.2
Cc1cnc(C(=O)Nc2ccc3c(c2)CCC3)cn1,3.6,-2.6,2.2,0.9,-1.2,-0.9,-3.5,5.6,2.7
Cc1cccc(CNC(=O)c2ccc3c(c2)N(C)CCS3)c1,6.0,32.7,4.2,5.9,0.4,4.0,-5.6,4.6,2.5
COC(=O)c1ccc(-c2ccco2)n1Cc1cc(C)ccc1C,0.4,0.3,1.0,-1.0,-1.2,-1.2,-0.8,-4.0,-3.1
COc1ccc(OC(C)C(=O)NC2CC(C)(C)NC(C)(C)C2)cc1 (stereo unspecified),2.9,0.7,2.8,1.8,0.7,2.8,-4.1,-0.3,7.6
O=C1Nc2ccccc2C1=Nc1ccc(F)cc1,9.9,42.8,3.7,2.6,2.8,-2.9,-1.3,6.2,6.7
COCCC(=O)NC1CCCc2c1cnn2-c1cccc(C)c1C (stereo unspecified),-1.8,-0.6,2.2,0.3,2.4,-2.1,-0.6,-336.0,-3.0
COc1ccc(-n2c(SCC(=O)NCC3CCCO3)nc3n[nH]c(C)c3c2=N)cc1 (stereo unspecified),5.0,10.7,-0.6,4.1,1.4,1.4,2.5,-5.5,6.0
O=C(NCCCN1CCOCC1)c1ccc2c(=O)n(CCc3ccccc3)c(=O)[nH]c2c1,8.1,0.3,2.1,3.4,1.4,-1.2,-4.2,-3.4,-0.6
